From PubChem BioAssay
PAFAH2 inh: PAFAH2 (human) inhibition; recombinant PAFAH2, FP-rhodamine activity probe, fluorescence polarization; inhibition, % at 3.39 µM; hit rate 0.99% among 340,000;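 active means inhibition above the mean over all tested compounds plus 3 SD, cut at about 30% in these data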;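 further: inhibitors block probe labeling of enzyme so polarization drops; 0% = enzyme with DMSO and 100% = wells lacking PAFAH2 protein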
PAFAH1B3 inh: blocks human PAF acetylhydrolase 1B catalytic subunit 3. AID 492972. recombinant PAFAH1B3, FP-rhodamine probe, fluorescence polarization. hit rate 0.28% among 340,000. inhibition, % at 3.39 µM. Q15102;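 active means inhibition above the screen-wide average of all tested compounds plus 3 SD, cut at about 25% in these data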;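 further: 0% = enzyme with DMSO only and 100% = wells lacking PAFAH1B3 protein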
PAFAH1B2 inh: inhibitors of human PAFAH1B2. P68402. recombinant PAFAH1B2, FP-rhodamine activity probe, fluorescence polarization. inhibition, % at 3.39 µM. hit rate 1.2% among 340,000. AID 492953;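 active means inhibition above the mean of all tested compounds plus 3 SD, cut at about 24% in these data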;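 further: 0% = enzyme with DMSO and 100% = wells lacking PAFAH1B2; many of its hits are not listed in these tables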
Target sequence (P68402 whole entry, looked up): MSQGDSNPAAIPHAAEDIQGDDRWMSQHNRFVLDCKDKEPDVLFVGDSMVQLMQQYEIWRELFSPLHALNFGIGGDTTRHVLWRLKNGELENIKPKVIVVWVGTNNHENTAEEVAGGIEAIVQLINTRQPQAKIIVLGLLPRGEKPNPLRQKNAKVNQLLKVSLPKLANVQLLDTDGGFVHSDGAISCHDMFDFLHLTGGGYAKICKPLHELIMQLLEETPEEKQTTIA
pPAFAH FP inh: inhibitors of human plasma PAF acetylhydrolase (pPAFAH); Q13093; recombinant pPAFAH, FP-rhodamine probe fluorescence polarization; inhibition, % at 3.39 µM; hit rate 1.5% among 330,000; AID 463082;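 active means inhibition above the mean inhibition across the screen plus 3 SD, cut at about 25% in these data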;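 further: inhibitors block binding of the rhodamine activity-based probe so polarization drops; 0% = enzyme with DMSO and 100% = wells lacking pPAFAH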
LYPLA1 inh: counter-screen for PME1 inhibitors: inhibitors of human LYPLA1 | AID 2174 | inhibition, % at 5.9 µM | hit rate 0.16% among 320,000 | recombinant LYPLA1, FP-Rh probe fluorescence polarization;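 active means inhibition above the mean of all tested compounds plus 3 SD, set per campaign, cut at about 14% in these data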;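 further: inhibitors block serine hydrolase probe labeling of LYPLA1 so polarization falls; 0% = enzyme with DMSO and 100% = wells lacking LYPLA1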
Target sequence (O75608 whole entry, looked up): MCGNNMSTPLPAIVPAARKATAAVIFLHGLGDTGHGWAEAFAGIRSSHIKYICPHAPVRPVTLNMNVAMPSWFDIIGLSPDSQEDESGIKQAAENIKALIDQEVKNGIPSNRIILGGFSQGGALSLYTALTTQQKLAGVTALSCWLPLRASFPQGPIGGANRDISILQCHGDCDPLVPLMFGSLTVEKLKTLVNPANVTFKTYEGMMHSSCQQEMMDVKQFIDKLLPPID
GSTO1 inh: GSTO1 inhibition, counter-screen for RBBP9 inhibitors; P78417; recombinant GSTO1, activity-based probe fluorescence polarization; inhibition, % at 5.96 µM; hit rate 1.1% among 300,000; AID 1974;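 active means inhibition above the campaign mean inhibition plus 3 SD, cut at about 35% in these data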;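 further: 0% = GSTO1-1 with DMSO and 100% = wells lacking GSTO1-1 enzyme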
Target sequence (P78417 whole entry, looked up): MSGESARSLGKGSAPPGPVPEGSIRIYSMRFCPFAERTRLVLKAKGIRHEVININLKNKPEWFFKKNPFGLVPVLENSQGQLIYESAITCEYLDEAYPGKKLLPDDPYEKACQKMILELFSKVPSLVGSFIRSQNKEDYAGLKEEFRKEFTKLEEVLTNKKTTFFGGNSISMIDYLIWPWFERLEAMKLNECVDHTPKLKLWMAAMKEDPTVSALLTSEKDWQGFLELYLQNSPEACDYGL
LYPLA2 counter: LYPLA2 (human) inhibition in PME1 counter-screen; O95372; recombinant LYPLA2, FP-Rh probe fluorescence polarization; inhibition, % at 5.9 µM; hit rate 0.38% among 320,000;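 active means inhibition above the screen-wide mean plus 3 SD, limit set per campaign, cut at about 26% in these data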;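 further: 0% = LYPLA2 with DMSO and 100% = wells lacking LYPLA2 enzyme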
Target sequence (O95372 whole entry, looked up): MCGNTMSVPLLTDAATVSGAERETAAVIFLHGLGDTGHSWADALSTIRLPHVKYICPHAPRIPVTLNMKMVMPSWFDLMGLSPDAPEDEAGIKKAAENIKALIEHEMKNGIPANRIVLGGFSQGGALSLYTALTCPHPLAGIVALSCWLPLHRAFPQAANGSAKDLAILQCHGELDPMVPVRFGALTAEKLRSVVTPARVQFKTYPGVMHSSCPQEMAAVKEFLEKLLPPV
PAD4 FP inh: PAD4 (human) enzyme inhibition; Q9UM07; inhibition, % at 6.36 µM; AID 485272; hit rate 0.41% among 330,000; recombinant PAD4, RCA probe fluorescence polarization;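 active means percent inhibition above a cutoff equal to the mean of all tested compounds plus 3 SD, cut at about 15% in these data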;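 further: 0% = PAD4 with RCA probe and DMSO and 100% = probe without PAD4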
PREPL inh: human PREPL enzyme inhibition; Q4J6C6; recombinant PREPL, fluorescence polarization activity-based probe; inhibition, % at 5.96 µM; hit rate 0.68% among 320,000; in the data active means inhibition above about 43%;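 further: 0% = enzyme with DMSO and 100% = wells lacking enzyme; many of its hits are not listed in these tables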
The depositor's hits bear a star; . = no result given.

SMILES	PAFAH2 inh	PAFAH1B3 inh	PAFAH1B2 inh	pPAFAH FP inh	LYPLA1 inh	GSTO1 inh	LYPLA2 counter	PAD4 FP inh	PREPL inh
CC1CN(Cc2ccccc2)c2nc3c(c(=O)[nH]c(=O)n3C)n2C1 (stereo unspecified)	-1	7	4	-2	0	-3	-5	-2	0
O=C(CCC(=O)OCCCC(F)(F)C(F)(F)F)Nc1ccc(Cl)cc1Cl	4	2	3	-2	-4	7	7	-10	0
CC(=O)N1c2ccc(S(=O)(=O)NCCC(=O)NCc3ccc(N(C)C)cc3)cc2CC1C (stereo unspecified)	2	4	3	2	-1	1	-1	3	3
O=C(Nc1ccc(Br)cc1)C1CC(O)CN1C(=O)OCc1ccccc1 (stereo unspecified)	3	3	8	4	0	11	1	4	-9
C=CCN1C(=O)C(O)(CC(=O)c2ccc(OC)cc2OC)c2cc(Br)ccc21 (stereo unspecified)	-4	4	0	3	-1	-2	4	-3	-10
CC(C)C1Oc2cc3oc(=O)ccc3cc2C1=O (stereo unspecified)	-2	2	0	0	4	4	2	4	-1
CCOc1ccc(Nc2cc(=O)n(C)c(=O)n2C)cc1	-2	-1	6	-1	-2	-2	5	1	19
O=C(O)Cc1cc(I)c(Oc2ccc(O)c(I)c2)c(I)c1	.	.	.	19	-1	62*	3	-7	-5
CCSc1ccccc1-c1nc(-c2ccncc2)no1	-6	6	0	2	-3	2	0	4	-5
COCCOC(=O)C1=C(C)NC(=O)NC1c1ccc(OC(=O)c2ccco2)c(OC)c1 (stereo unspecified)	0	12	-2	1	2	-5	2	-4	37
CCCC(=O)C1C(=O)CC(C)(C)C(c2cc(C)no2)C1=O (stereo unspecified)	-6	-6	-3	1	-3	2	1	4	0
CS(=O)(=O)N(CC(=O)Nc1ccc(F)cc1F)C1CCCCC1	-1	11	4	-4	-1	4	2	-3	0
N#Cc1cccc(NC(=O)CCN2C(=O)C3CCCCC3C2=O)c1 (stereo unspecified)	-4	4	8	-2	.	.	.	5	15
COCC(=O)N(c1ccccc1)C(C)C(=O)OC (stereo unspecified)	7	4	5	4	-1	8	0	-6	-17
Cc1cccc(C(=O)N2CCCCCC2)c1[N+](=O)[O-]	1	-8	1	6	7	2	2	0	-5
O=C(Nc1ccc2c(c1)OCO2)C1CCCN1C(=O)Nc1ccccc1 (stereo unspecified)	-8	5	2	8	2	3	-1	-3	-2
CN(CC(=O)Nc1ccc(F)cc1)CC(=O)Nc1ccc(Cl)c(S(=O)(=O)N2CCOCC2)c1	-2	0	2	5	-5	-5	7	1	13
Cn1c(CO)cnc1SCc1ccc(Cl)cc1	10	-1	5	5	-3	7	5	1	-2
CCCCCc1ccc(-c2cn(CCCOCc3ccccc3)nn2)cc1	2	0	11	17	-3	2	2	-1	-2
CS(=O)(=O)N(CC(=O)Nc1c(F)cccc1F)c1ccc(C23CC4CC(CC(C4)C2)C3)cc1	-4	1	-1	0	-2	1	-2	-4	12
CCCCCCc1cc2cc(C(N)=O)c(=N)oc2cc1O	.	.	.	1	-7	-4	-7	-9	8
CCN(CC)CCN(Cc1cc2cc3c(cc2[nH]c1=O)OCCO3)C(=S)NCC1CCCO1 (stereo unspecified)	5	3	3	-9	-1	-2	-3	-17	-2
CCN1CCN(C(=O)c2cc3cc([N+](=O)[O-])ccc3oc2=O)CC1	-1	8	7	1	2	5	1	-2	-8
O=c1c2ccccc2oc2ccc(-c3ccc4[nH]ccc4c3)cc12	-15	-11	-4	-1	-10	-6	-20	0	12
CC1Cc2ccccc2N1S(=O)(=O)c1cccc(C(=O)OCC(=O)NCc2ccco2)c1 (stereo unspecified)	33*	4	10	18	0	-5	4	-6	-3
SMILES	PAFAH2 inh	PAFAH1B3 inh	PAFAH1B2 inh	pPAFAH FP inh	LYPLA1 inh	GSTO1 inh	LYPLA2 counter	PAD4 FP inh	PREPL inh
CC(C)CCN1CCN(Cc2ccc(Sc3nncn3C)o2)CC1CCO (stereo unspecified)	-9	-3	10	4	0	2	5	-4	-1
CCc1ccc(CN(C)CC(=O)Nc2ccccc2[N+](=O)[O-])cc1	-6	11	-1	0	1	-2	7	-2	10
CSc1cccc(NC(=O)CSc2ccc(C)cc2)c1	5	9	21	4	-3	0	-7	1	-11
COc1cccc(NC(=S)N2CCCN(Cc3ccc(F)cc3)C2)c1	-5	0	5	3	3	-2	2	0	2
CCOc1ccccc1CN1CCN(S(=O)(=O)CC)CC1	4	6	1	-8	-5	5	-5	-2	7
COc1ccccc1OCCn1c(=O)oc2ccc(C)cc21	6	3	0	1	0	-3	-2	-3	-6
Cc1[nH]n(-c2ccccc2)c(=O)c1C(=O)c1ccc([N+](=O)[O-])cc1	4	5	0	-3	-1	-7	-3	-19	5
CC1CCCCN1S(=O)(=O)c1ccc(S(=O)(=O)N2CCCC2)cc1 (stereo unspecified)	12	-5	4	-1	-2	4	2	0	4
CC1CN(C(=O)/C(=C/c2ccco2)NC(=O)c2ccccc2)CC(C)O1 (stereo unspecified)	10	1	4	2	3	-4	-1	4	2
c1cncc(-c2ccc3ncnc(NCc4cccs4)c3c2)c1	-1	2	10	-1	.	.	.	-3	0
CCn1nc(C)c(CNC(=O)CCc2nnc(-c3ccc(C(C)=O)s3)o2)c1C	0	7	0	1	-4	-7	-4	0	-8
COc1ccc(CNC(=O)[C@H](Cc2c[nH]c3ccccc23)NC(C)=O)cc1OC	-6	3	3	3	2	14	-1	-5	14
Cc1c(Cl)c([N+](=O)[O-])nn1CC(=O)NC(C)C1CC2CCC1C2 (stereo unspecified)	-5	6	18	1	2	6	-1	-12	14
COc1ccc(Cl)cc1S(=O)(=O)N1CCN(C)CC1	3	1	8	-6	3	3	2	2	12
COCCNC(=O)C(c1ccc(C)cc1)N(Cc1ccco1)C(=O)CCC(=O)Nc1ccccn1 (stereo unspecified)	-4	5	-2	1	-1	2	3	-1	6
Cc1ccc(N(CC(=O)Nc2cc(Cl)ccc2Oc2ccccc2)S(C)(=O)=O)c(C)c1	3	-7	3	9	-5	1	-9	-4	-10
CSc1nnc(C)c(=O)n1COC(=O)COc1ccc(Cl)cc1	-2	2	16	2	1	1	0	-1	-4
Cc1cc(C)cc(NC(=O)C(=O)NCC2CCCN2S(=O)(=O)c2cccs2)c1 (stereo unspecified)	0	-6	-3	1	4	-2	1	-5	-3
COC(=O)CC1=C(C(=O)OC)C(c2cccs2)C(C#N)=C(N)O1 (stereo unspecified)	-4	-3	3	5	1	6	-1	-5	2
Cc1ccc2nc(SCC(=O)N3c4ccccc4CC3C)c(C)cc2c1 (stereo unspecified)	-8	6	1	-4	0	-3	1	4	10
COc1ccccc1NC(=O)C(C)Nc1ccc(C)c(Cl)c1 (stereo unspecified)	3	-4	4	-1	0	4	1	0	-2
CC(=O)Nc1cnn(Cc2ccc(Br)cc2)c1	-2	1	11	3	-3	8	-2	1	2
Cc1ccc(S(=O)(=O)CCC(=O)OC(C)C(=O)c2c(C)[nH]c3ccccc23)cc1 (stereo unspecified)	-1	9	1	5	-3	8	4	-3	-11
COC(=O)c1c(-c2ccc(SC)cc2)sc2ccc(OC)cc12	-12	5	-4	4	.	.	.	4	19
O=C(Nc1nccs1)c1ccc2nccnc2c1	14	0	7	-2	-5	11	-7	-3	9

Some of the entries so far, with values under each structure.
Below each SMILES – PAFAH2 inh | PAFAH1B3 inh | PAFAH1B2 inh | pPAFAH FP inh | LYPLA1 inh | GSTO1 inh | LYPLA2 counter | PAD4 FP inh | PREPL inh
- COc1ccccc1NC(=O)C(C)Nc1ccc(C)c(Cl)c1 (stereo unspecified)
 : 3 | -4 | 4 | -1 | 0 | 4 | 1 | 0 | -2
- CC(=O)Nc1cnn(Cc2ccc(Br)cc2)c1
 : -2 | 1 | 11 | 3 | -3 | 8 | -2 | 1 | 2
- Cc1ccc(S(=O)(=O)CCC(=O)OC(C)C(=O)c2c(C)[nH]c3ccccc23)cc1 (stereo unspecified)
 : -1 | 9 | 1 | 5 | -3 | 8 | 4 | -3 | -11

The list continues.
SMILES	PAFAH2 inh	PAFAH1B3 inh	PAFAH1B2 inh	pPAFAH FP inh	LYPLA1 inh	GSTO1 inh	LYPLA2 counter	PAD4 FP inh	PREPL inh
Cc1cccc(N2CC(C(=O)Nc3ccc(S(=O)(=O)N4CCCCC4)cc3)CC2=O)c1C (stereo unspecified)	-2	-2	5	6	-4	1	-3	1	-5
CC(=O)OC1=C(C#N)Cn2ccc3cccc1c32	.	.	.	7	0	6	-1	-4	3
CC(=O)N1c2ccc(S(=O)(=O)N3CCCC(C(=O)N4CCCC(C)C4)C3)cc2CC1C (stereo unspecified)	4	4	2	-1	-2	2	-6	2	4
O=C(c1ccco1)N1CCN(Cc2ccc(F)cc2)CC1	5	2	3	2	-1	10	-1	-3	-1
C#CCOCCOCCOCCNc1nc(N2CCN(C(=O)Cn3cc(CCCN=C(N)N)nn3)CC2)nc(N2CCN(C(=O)[C@H](C(C)C)n3cc(CCO)nn3)CC2)n1	0	1	3	3	-2	0	1	-3	4
COC(=O)c1ccccc1NC(=S)NC(NC(=O)c1ccccc1[N+](=O)[O-])C(Cl)(Cl)Cl (stereo unspecified)	0	0	-4	5	-3	14	-3	2	-1
O=C(Nc1ccc2nc3n(c(=O)c2c1)CCCC3)c1ccccc1[N+](=O)[O-]	1	5	4	-4	-4	-1	8	1	10
CCC1=Nc2cc(C(=O)O)ccc2Sc2ccccc21	3	7	6	0	0	-13	-1	-3	9
O=c1oc2ccccc2c2c1SC(C(F)(F)F)C2 (stereo unspecified)	0	1	5	6	-2	-8	8	3	-8
C/C(CC(=O)Nc1ccc2c(c1)OCO2)=N\NC(=O)OC(C)(C)C	3	-7	2	2	-2	-2	-6	0	-1
CCOC(=O)c1c(NC(=O)c2ccc(S(=O)(=O)N(C)CC3CCCO3)cc2)sc2c1CCN(C)C2 (stereo unspecified)	8	14	7	3	-3	-3	-2	1	3
COC(=O)c1c(C(=O)OC)n(CCCN)c2ccc(C)cc12	-4	7	-5	5	-2	2	0	0	0
O=C(CCNC(=O)c1ccccc1Cl)Nc1nc2ccccc2[nH]1	-5	9	2	1	.	.	.	-5	-8
Brc1cccc(-c2nnc(SCc3ccon3)n2-c2ccccc2)c1	3	4	-1	7	-1	1	-2	-2	-6
C=CCn1c(=O)c2ccc(C(=O)NCc3ccccc3)cc2n(Cc2ccc(C)cc2)c1=O	-8	1	2	-2	-3	-2	0	-1	-3
O=C(c1cc(COc2ccc(F)cc2Cl)on1)N1CCN(C2CCCC2)CC1	-7	4	1	26*	-1	-1	4	-3	24
O=C(CCCCCNC(=O)c1ccccc1)N/N=C/c1ccccc1O	-3	11	1	7	-2	6	2	4	-8
C=CC[C@H](CC(=O)N[C@H](CO)Cc1ccccc1)C(=O)N[C@@H](COC(=O)[C@@H](CC=C)Cc1ccc(F)cc1)Cc1c[nH]c2ccccc12	-7	8	-7	3	.	.	.	2	15
CN(C)CCNC(C(=O)Nc1cccc(C(F)(F)F)c1)c1ccccc1 (stereo unspecified)	4	-13	-2	1	1	1	9	-2	-39
Cc1ccsc1C(=O)OCc1nc2ccccc2c(=O)[nH]1	38*	8	2	2	0	-4	4	-4	-8
Cn1ccnc1Sc1nc(Nc2cccc(Cl)c2)nc(N2CCOCC2)n1	28	5	3	6	2	-10	0	1	11
O=C(Nc1ccccc1)O/N=C/c1ccc(F)cc1	9	-1	13	0	-2	-1	3	-1	15
COCCNC(=O)C(=O)Nc1ccc(Br)cc1	-5	1	1	0	0	1	0	-1	-12
Cc1n[nH]c(=O)c2c(NC(=O)COC(=O)Cc3ccc(Cl)cc3Cl)oc(C)c12	9	0	12	-2	1	-1	4	0	7
Cc1ccc(NC(=O)C(C)Sc2nnc(C)n2C2CC2)cc1S(=O)(=O)N1CCOCC1 (stereo unspecified)	0	8	7	-2	3	.	3	-1	16

A portion of the library. The share of hits here may be higher or lower than overall.
